Source: PubChem (Sanford-Burnham Center for Chemical Genomics)
Apaf1 inhib – inhibitors of human Apaf-1 apoptosome, primary screen, biochemical, DEVD-Rh110 fluorescence, uHTS | reconstituted apoptosome caspase-3 activity | hit rate 0.71% among 330,000 | inhibition, % at 20 µM | Apoptotic protease-activating factor 1 (Homo sapiens), O14727; active means inhibition of at least 40% at 20 µM;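 further: plate controls were DMSO wells for no effect and DEVD-CHO caspase inhibitor wells for full effect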
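Material: cell-free apoptosome with Apaf-1, procaspase-3 and caspase-9; Buffer or medium: Hepes pH 7.5 with detergent and BSA; Reagent: cytochrome c trigger plus (Z-DEVD)2-Rh110 caspase-3 substrate; Times: compound with Apaf-1, dATP, procaspase-3 30 min, then 50 min reaction, room temperature; Technique: Rh110 fluorescence intensity.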
SENP7 block – SENP7 protease inhibitors, primary screen, biochemical, luminescence, uHTS | Sentrin-specific protease 7 (Homo sapiens), Q9BQF6 | recombinant SENP7, Z-RLRGG-aminoluciferin luminescence, 40 min | inhibition, % at 5 µM | hit rate 1.5% among 330,000 | AID 434973, 2010;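 active means inhibition above about 50% at the single test dose, limit read from the data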;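 further: plate controls were DMSO with enzyme for no effect and no enzyme buffer wells for full effect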
Target sequence (Q9BQF6 706-1050 limits assumed): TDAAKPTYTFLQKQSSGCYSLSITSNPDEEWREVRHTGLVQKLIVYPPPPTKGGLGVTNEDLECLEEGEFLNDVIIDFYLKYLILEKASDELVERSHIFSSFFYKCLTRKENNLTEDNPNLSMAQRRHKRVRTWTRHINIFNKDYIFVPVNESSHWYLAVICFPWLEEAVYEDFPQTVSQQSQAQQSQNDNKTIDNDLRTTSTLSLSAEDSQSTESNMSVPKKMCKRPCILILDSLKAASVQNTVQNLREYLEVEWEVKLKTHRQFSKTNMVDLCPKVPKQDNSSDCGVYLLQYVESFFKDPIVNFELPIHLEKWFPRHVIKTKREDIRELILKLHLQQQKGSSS
HKDC1 inhibitor – HKDC1 hexokinase inhibitors, primary screen, biochemical, fluorescence, uHTS. recombinant HKDC1, G6PDH/diaphorase resazurin coupled fluorescence. inhibition, % at 20 µM. hit rate 0.16% among 340,000;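 active means inhibition above about 35% when tested at 20 µM, limit read from the data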;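 further: plate controls were DMSO wells with enzyme for no effect and DMSO wells lacking enzyme for full effect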
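Material – in-house recombinant HK5 (HKDC1) enzyme · Quantity – HKDC1 at 5 µg/mL · Buffer or medium – pH 8.0 Tris buffer with 10 mM MgCl2 · Reagent – glucose with 1 mM ATP · Dosing – single 20 µM dose · Times – reaction time 90 min, room temperature, protected from light · Technique – resorufin fluorescence at 613 nm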
SENP8 block-1 – human SENP8 protease inhibitors, primary screen, biochemical, fluorescence, Nedd8 protein substrate, uHTS; hit rate 0.64% among 360,000; AID 602440, 2012; Sentrin-specific protease 8 (Homo sapiens), Q96LD8; inhibition, % at 20 µM; recombinant SENP8; in the data active means inhibition mostly above about 40%, no sharp cut-off; inactive means mostly below about 27%
Target sequence (Q96LD8 whole entry, looked up): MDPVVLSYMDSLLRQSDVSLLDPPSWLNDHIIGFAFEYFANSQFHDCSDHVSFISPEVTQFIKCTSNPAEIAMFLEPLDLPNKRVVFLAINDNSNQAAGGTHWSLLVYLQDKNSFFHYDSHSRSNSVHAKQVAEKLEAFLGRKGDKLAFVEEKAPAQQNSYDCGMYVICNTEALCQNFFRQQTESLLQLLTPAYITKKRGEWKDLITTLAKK
SENP8 block-2 – SENP8 protease inhibitors, primary screen, biochemical, luminescence; AID 2540, 2010; purified SENP8, Z-RLRGG-aminoluciferin cleavage; hit rate 1.2% among 330,000; inhibition, % at 10 µM; in the data active means inhibition above about 50%
SENP1 FRET inh – human SENP1 catalytic domain inhibitors, primary screen, biochemical, FRET, uHTS. Sentrin-specific protease 1 (Homo sapiens), Q9P0U3. recombinant SENP1 catalytic domain, CyPet-SUMO1-YPet FRET cleavage. inhibition, % at 10 µM. hit rate 0.21% among 360,000. AID 624204, 2012;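 active means inhibition at least 30% at 10 µM, raw YFP signal under a set limit, fluorescence ratio 0.5 to 1.5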;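 further: 0% = enzyme with DMSO and 100% = no enzyme wells; some results filed as inactive read as strong as hits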
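Controls: no-enzyme wells low, DMSO-plus-enzyme wells high control. Test system: human recombinant His6-tagged SENP1 catalytic domain enzyme. Reagent: SFCypet-SUMO1-SFYpet FRET protein substrate, 25 nM final. Doses: one dose per compound, 10 µM, 0.5% DMSO. Detection: FRET, CFP and YFP emission. Timing: 50 min reaction at room temperature.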
PfG6PD inh – PfG6PD enzyme inhibitors, primary screen, biochemical, fluorescence intensity, uHTS | glucose-6-phosphate dehydrogenase-6-phosphogluconolactonase (Plasmodium falciparum 3D7) | PfGluPho enzyme, NADPH resazurin-diaphorase fluorescence | inhibition, % at 20 µM | hit rate 0.78% among 350,000;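 active means inhibition reaching at least a set limit at 20 µM in the primary screen, cut at about 59% in these data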;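 further: 0% = DMSO wells with substrate and 100% = DMSO wells lacking glucose-6-phosphate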
SENP6 block – SENP6 protease inhibitors, primary screen, biochemical, luminescence, uHTS | Sentrin-specific protease 6 (Homo sapiens), Q9GZR1 | Recombinant SENP6 catalytic domain, aminoluciferin luminescence | inhibition, % at 10 µM | hit rate 1.8% among 330,000 | AID 2599, 2010;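 active means inhibition above about 50% at the single tested dose, limit read from the data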;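 further: plate controls were DMSO wells with enzyme for no effect and DMSO wells lacking enzyme for full effect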
Target sequence (Q9GZR1 628-1112 limits assumed): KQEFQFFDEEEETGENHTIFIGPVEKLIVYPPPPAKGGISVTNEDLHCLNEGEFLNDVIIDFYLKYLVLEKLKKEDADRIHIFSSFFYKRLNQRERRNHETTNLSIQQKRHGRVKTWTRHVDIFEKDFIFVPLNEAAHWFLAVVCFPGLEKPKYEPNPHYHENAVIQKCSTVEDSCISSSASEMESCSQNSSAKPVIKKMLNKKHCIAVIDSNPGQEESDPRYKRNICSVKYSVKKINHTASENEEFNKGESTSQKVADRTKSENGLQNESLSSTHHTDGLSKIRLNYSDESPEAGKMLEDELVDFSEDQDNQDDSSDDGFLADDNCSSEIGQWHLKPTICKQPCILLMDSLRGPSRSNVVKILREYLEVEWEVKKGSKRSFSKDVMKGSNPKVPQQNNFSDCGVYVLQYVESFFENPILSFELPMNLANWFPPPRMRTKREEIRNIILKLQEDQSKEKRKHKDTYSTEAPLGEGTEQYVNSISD
* marks the source's active call; other numbers are inactive results.

`O=C(CCCCCn1c(=S)[nH]c2cc3c(cc2c1=O)OCO3)N1CCN(Cc2ccccc2)CC1` gave Apaf1 inhib 7, SENP7 block 6, HKDC1 inhibitor 3, SENP8 block-1 12, SENP8 block-2 2, SENP1 FRET inh 0, PfG6PD inh -11 and SENP6 block 7.
`O=C(NC(NC(=S)Nc1cccc(C(=O)O)c1)C(Cl)(Cl)Cl)OCc1ccccc1` (stereo not drawn) gave Apaf1 inhib 13, SENP7 block 2, HKDC1 inhibitor -9, SENP8 block-1 6, SENP8 block-2 -4, SENP1 FRET inh 3, PfG6PD inh -10 and SENP6 block 10.
Screening Clc1ccc(-c2csc3ncnc(Cl)c23)cc1 returned Apaf1 inhib 12, SENP7 block 6, HKDC1 inhibitor 10, SENP8 block-1 15, SENP8 block-2 0, SENP1 FRET inh -18, PfG6PD inh 7 and SENP6 block -10.
For CC(C)(C)NC(=O)CN(C(=O)C(=O)Nc1ccc2c(c1)OCCO2)C1CC1 the results were Apaf1 inhib 3, SENP7 block -9, HKDC1 inhibitor -6, SENP8 block-1 3, SENP8 block-2 -3, SENP1 FRET inh 0, PfG6PD inh 3 and SENP6 block -3.
For CC(C)(C)S(=O)(=O)N1Cc2cc(=O)n(Cc3ccccc3)c(CCO)c2[C@H]1CCO the results were HKDC1 inhibitor -8, SENP8 block-1 -220, SENP1 FRET inh -8 and PfG6PD inh -18.
For COCCC(=O)N1CCC(Oc2ccc(C(=O)N3CCCCC3CCO)cc2)CC1 (stereo not drawn) the results were Apaf1 inhib 0, SENP7 block -3, HKDC1 inhibitor 1, SENP8 block-1 3, SENP8 block-2 -2, SENP1 FRET inh 1, PfG6PD inh 4 and SENP6 block -15.
CNC(=O)CSc1nnc(SCCC(=O)O)s1 was read as Apaf1 inhib 1, SENP7 block -1, HKDC1 inhibitor -8, SENP8 block-1 8, SENP8 block-2 6, SENP1 FRET inh 4, PfG6PD inh 8 and SENP6 block 17.
`O=S(=O)(CCNCc1ccco1)NCc1ccccc1` gave HKDC1 inhibitor 3, SENP8 block-1 -1, SENP1 FRET inh 0 and PfG6PD inh 7.
`S=c1[nH]nc(COc2ccccc2)n1/N=C/c1ccccn1` gave Apaf1 inhib 1, SENP7 block 5, HKDC1 inhibitor -11, SENP8 block-1 11, SENP8 block-2 -5, SENP1 FRET inh 3, PfG6PD inh 21 and SENP6 block -15.
`COCCNC(=O)CC(=O)N/N=C/c1cccc(C(=O)OC)c1` gave Apaf1 inhib -12, SENP7 block -11, HKDC1 inhibitor 0, SENP8 block-1 2, SENP8 block-2 -15, SENP1 FRET inh -1, PfG6PD inh -1 and SENP6 block -9.
`CCOC(=O)c1c(-c2ccc(Cl)cc2)csc1NC(=O)CNCc1ccco1` gave Apaf1 inhib 2, SENP7 block 2, HKDC1 inhibitor 10, SENP8 block-1 13, SENP8 block-2 0, SENP1 FRET inh 1, PfG6PD inh 13 and SENP6 block 24.
C(=C\CSc1ncn[nH]1)/CSc1ncn[nH]1 was read as Apaf1 inhib 8, SENP7 block 3, HKDC1 inhibitor 2, SENP8 block-1 5, SENP8 block-2 5, SENP1 FRET inh 1, PfG6PD inh -30 and SENP6 block -15.
For COc1ccc(-c2csc(NC(=O)c3ccc(S(C)(=O)=O)cc3)n2)cc1 the results were Apaf1 inhib 6, SENP7 block -5, HKDC1 inhibitor -6, SENP8 block-1 -4, SENP8 block-2 -3, SENP1 FRET inh 0, PfG6PD inh -13 and SENP6 block -12.
CCc1cc(-c2n[nH]c(CCC(=O)O)c2-c2nc3ccccc3n2C)c(O)cc1O was read as Apaf1 inhib 0, SENP7 block 4, HKDC1 inhibitor 3, SENP8 block-1 -16, SENP8 block-2 -6, SENP1 FRET inh 1, PfG6PD inh 25 and SENP6 block -7.
CCN(CC)S(=O)(=O)c1cc(NC(=O)C(C)N2CCN(Cc3ccc4c(c3)OCO4)CC2)ccc1C (stereo not drawn) was read as Apaf1 inhib 3, SENP7 block -1, HKDC1 inhibitor 0, SENP8 block-1 20, SENP8 block-2 -8, SENP1 FRET inh 0, PfG6PD inh -13 and SENP6 block -2.
For O=C(Nc1ncc([N+](=O)[O-])s1)C1COc2ccccc2O1 (stereo not drawn) the results were Apaf1 inhib -17, SENP7 block 97*, HKDC1 inhibitor 8, SENP8 block-1 12, SENP8 block-2 96*, SENP1 FRET inh -17, PfG6PD inh 0 and SENP6 block 98*.
Screening COc1nc2ccc(C)cc2cc1-c1noc(-c2ccccc2)n1 returned Apaf1 inhib -6, SENP7 block 2, HKDC1 inhibitor -9, SENP8 block-1 -239, SENP8 block-2 0, SENP1 FRET inh -50, PfG6PD inh 8 and SENP6 block 0.
NS(=O)(=O)c1cccc(NC(=O)c2cccs2)c1 was read as Apaf1 inhib -7, SENP7 block 5, HKDC1 inhibitor -7, SENP8 block-1 14, SENP8 block-2 4, SENP1 FRET inh 3, PfG6PD inh -7 and SENP6 block 7.
N#Cc1ccc(N2CCc3ccccc3C2)c([N+](=O)[O-])c1 was read as Apaf1 inhib -2, SENP7 block -5, HKDC1 inhibitor 0, SENP8 block-1 6, SENP8 block-2 2, SENP1 FRET inh 0, PfG6PD inh 8 and SENP6 block 0.
`Cc1c(Cl)ccc2c(C(=O)Nc3cc(C(C)(C)C)on3)cc(-c3ccccn3)nc12` gave Apaf1 inhib 18, SENP7 block 2, HKDC1 inhibitor -11, SENP8 block-1 -30, SENP8 block-2 8, SENP1 FRET inh -2, PfG6PD inh 19 and SENP6 block 0.
COc1ccc(S(=O)(=O)N2CCOCC2)cc1NC(=O)CSc1nc(C)c(C)c(C)n1 was read as Apaf1 inhib -1, SENP7 block 6, HKDC1 inhibitor 16, SENP8 block-1 -4, SENP8 block-2 6, SENP1 FRET inh 1, PfG6PD inh 35 and SENP6 block -5.
`CC(Sc1ncnc2sccc12)C(=O)Nc1ccc(S(=O)(=O)N2CCOCC2)cc1` (stereo not drawn) gave HKDC1 inhibitor -1, SENP8 block-1 -31, SENP1 FRET inh -6 and PfG6PD inh 7.
`Nn1c(SCc2ccc(F)cc2)nnc1-c1ccncc1` gave Apaf1 inhib 1, SENP7 block -1, HKDC1 inhibitor -3, SENP8 block-1 21, SENP8 block-2 4, SENP1 FRET inh 4, PfG6PD inh -1 and SENP6 block -4.
Screening Cc1ccc(C)c(C(=O)C(C)OC(=O)c2cccn2C)c1 (stereo not drawn) returned Apaf1 inhib 8, SENP7 block -6, HKDC1 inhibitor 1, SENP8 block-1 19, SENP8 block-2 -1, SENP1 FRET inh 2, PfG6PD inh 20 and SENP6 block 4.
Cc1ccccc1COc1ccc(/C=C(\C#N)C(N)=O)cc1 was read as Apaf1 inhib 5, SENP7 block -12, HKDC1 inhibitor -2, SENP8 block-1 10, SENP8 block-2 -20, SENP1 FRET inh 2, PfG6PD inh 3 and SENP6 block -42.
CC(C)(CO)NS(=O)(=O)c1ccc2c(c1)C(=NO)c1cc(S(=O)(=O)NC(C)(C)CO)ccc1-2 was read as Apaf1 inhib -7, SENP7 block 1, HKDC1 inhibitor -4, SENP8 block-1 -244, SENP8 block-2 -6, SENP1 FRET inh -1, PfG6PD inh -19 and SENP6 block -17.
Screening C#Cc1ccc2c(c1)COc1c3ccccc3nn1-2 returned Apaf1 inhib 9, SENP7 block 72*, HKDC1 inhibitor 0, SENP8 block-1 -2, SENP8 block-2 93*, SENP1 FRET inh 4, PfG6PD inh 17 and SENP6 block 96*.
c1n[nH]c(NCc2ccc3c(c2)OCO3)n1 was read as Apaf1 inhib -16, SENP7 block 3, HKDC1 inhibitor 0, SENP8 block-1 16, SENP8 block-2 -10, SENP1 FRET inh 4, PfG6PD inh -5 and SENP6 block -4.
For O=C(O)c1cccc(CSc2nnc(COc3ccccc3)o2)c1 the results were Apaf1 inhib -1, SENP7 block 1, HKDC1 inhibitor -7, SENP8 block-1 26, SENP8 block-2 -3, SENP1 FRET inh 1, PfG6PD inh -6 and SENP6 block -4.
CC(C)C(=O)Nc1cc(C(F)(F)F)ccc1-n1ccnc1 was read as Apaf1 inhib -10, SENP7 block -1, HKDC1 inhibitor -10, SENP8 block-1 6, SENP8 block-2 1, SENP1 FRET inh 0, PfG6PD inh -16 and SENP6 block 12.
`CC(Oc1ccccc1)C(=O)N1CCC2(CC1)Oc1ccc(F)cc1C(=O)C21CC(c2ccc(Cl)cc2)=NO1` (stereo not drawn) gave Apaf1 inhib -1, SENP7 block -3, HKDC1 inhibitor 0, SENP8 block-1 11, SENP8 block-2 1, SENP1 FRET inh 2, PfG6PD inh -10 and SENP6 block -7.
For O=C(Nc1cccc2c1CCCC2)C1CCN(C(=O)NC2CCCCC2)CC1 the results were Apaf1 inhib -4, SENP7 block -11, HKDC1 inhibitor 11, SENP8 block-1 20, SENP8 block-2 -13, SENP1 FRET inh 3, PfG6PD inh -10 and SENP6 block -7.
For O=C(c1cc(COc2ccc(F)cc2Cl)on1)N1CCC(OCc2cccnc2)CC1 the results were Apaf1 inhib 5, SENP7 block 4, HKDC1 inhibitor -5, SENP8 block-1 19, SENP8 block-2 0, SENP1 FRET inh 0, PfG6PD inh 13 and SENP6 block -17.
Screening Cc1cc(NC(=O)CSc2nc(-c3ccco3)cc(C(F)(F)F)n2)no1 returned Apaf1 inhib -2, SENP7 block -2, HKDC1 inhibitor -9, SENP8 block-1 -119, SENP8 block-2 -9, SENP1 FRET inh -4, PfG6PD inh -1 and SENP6 block -38.
Screening Cc1ccc(N2C(=O)C3C(C2=O)N2C(c4cccs4)C4C(=O)N(c5ccc(C)cc5)C(=O)C4N2C3c2cccs2)cc1 (stereo not drawn) returned Apaf1 inhib -1, SENP7 block 1, HKDC1 inhibitor -2, SENP8 block-1 9, SENP8 block-2 2, SENP1 FRET inh -2, PfG6PD inh -2 and SENP6 block -6.
Screening COC(=O)c1cc(NC(=O)C2COc3ccccc3O2)ccc1Cl (stereo not drawn) returned Apaf1 inhib -2, SENP7 block 5, HKDC1 inhibitor 2, SENP8 block-1 16, SENP8 block-2 -1, SENP1 FRET inh 0, PfG6PD inh 1 and SENP6 block 6.
For O=C(NCc1ccco1)C1(c2ccccc2)CCCC1 the results were Apaf1 inhib -5, SENP7 block -3, HKDC1 inhibitor -3, SENP8 block-1 13, SENP8 block-2 6, SENP1 FRET inh 2, PfG6PD inh -18 and SENP6 block 6.

Gathered by group: those above containing a CF3 group (2)
CC(C)C(=O)Nc1cc(C(F)(F)F)ccc1-n1ccnc1 was read as Apaf1 inhib -10, SENP7 block -1, HKDC1 inhibitor -10, SENP8 block-1 6, SENP8 block-2 1, SENP1 FRET inh 0, PfG6PD inh -16 and SENP6 block 12.
Screening Cc1cc(NC(=O)CSc2nc(-c3ccco3)cc(C(F)(F)F)n2)no1 returned Apaf1 inhib -2, SENP7 block -2, HKDC1 inhibitor -9, SENP8 block-1 -119, SENP8 block-2 -9, SENP1 FRET inh -4, PfG6PD inh -1 and SENP6 block -38.
